ARNT TACC3 PPI: ARNT/TACC3 interaction disruption | AID 623870 | inhibition, % at 9.99 µM | actives 0.66% (n = 390,000) | Q9Y6A5 | AlphaScreen His-ARNT PAS-B/GST-TACC3 binding, luminescence; TACC3 fragment carries E629A point mutation;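 active means mean inhibition of replicates at least 50% and at least half of replicates each reaching 50%; inconclusive means half or more replicates reach 50% but mean below 50%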;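 further: 0% = complete ARNT plus TACC3 wells and 100% = ARNT alone without TACC3; many hits fall short of the cut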
PAX8 inh HTS: lowers PAX8-driven luciferase in RMG-I cells | RMG-I TPO-luciferase reporter, SteadyGlo, 24 h | inhibition, % at 12.6 µM | actives 1.2% (n = 360,000) | AID 652154;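 active means mean replicate inhibition at least 60% with every replicate also reaching 60%; inconclusive means only one of the two criteria is met; inactive means mean below 60% and not all replicates reaching 60%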;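 further: luciferase light reporting Pax8 driven TPO promoter activity; plate controls were median of neutral control wells for no effect and mitoxantrone controls for full effect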
CASP6 VEID inh: blocks human caspase-6 cleavage activity; P55212; purified caspase-6, Z-VEID-R110 cleavage fluorescence; inhibition, % at 12.5 µM; actives 0.53% (n = 350,000); AID 686996;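 active means mean inhibition across replicates at least about 35%, with every replicate also reaching that limit, limit read from the data; inconclusive means only one of the two criteria met; inactive means neither criterion met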;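 further: 0% = median of neutral control wells and 100% = no fluorescence left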
Target sequence (P55212 24-179 limits assumed): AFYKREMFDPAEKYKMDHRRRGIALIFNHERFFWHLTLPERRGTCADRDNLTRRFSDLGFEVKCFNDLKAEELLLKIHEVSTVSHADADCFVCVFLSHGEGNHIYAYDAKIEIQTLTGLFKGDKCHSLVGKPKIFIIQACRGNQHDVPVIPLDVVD
Target sequence (P55212 194-293 limits assumed): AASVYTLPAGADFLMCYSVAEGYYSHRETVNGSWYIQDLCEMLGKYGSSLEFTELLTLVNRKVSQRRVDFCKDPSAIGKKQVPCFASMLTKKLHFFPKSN
EWS-Fli inh: EWS/Fli transcriptional activity inhibition | AID 651661 | A673 NR0B1-luciferase reporter, viability-normalised | inhibition, % at 12.6 µM | actives 0.67% (n = 350,000);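 active means mean inhibition of at least 50% after viability correction, with every replicate also passing that limit; inconclusive means mean reaches 50% but only one of two replicates passes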;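 further: firefly luciferase signal divided by Alamar Blue viability fluorescence both relative to DMSO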
DENV2 CPE rescue: inhibitors of DENV2 cytopathic effect; DENV2-infected cells, cytopathic effect rescue, plate reader; CPE inhibition, % at 9.99 µM; actives 1.7% (n = 350,000); AID 651640; in the data active means CPE inhibition above about 20%, passing the limit was not always enough; inconclusive means no clear call, values can overlap the other calls; tested in BHK-21 cells;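 further: 0% = median of neutral control wells and 100% = median of positive control wells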
LGR2 antag: Drosophila LGR2 receptor signaling inhibition; HEK293 LGR2, CRE-luciferase, bursicon-stimulated, 4 h; inhibition, % at 9.99 µM; actives 0.35% (n = 380,000); AID 720647;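 active means drop in luminescence signal, shown as inhibition above about 50% in the replicate tests, limit read from the data, passing the limit was not always enough; inconclusive means probably only some replicates passing the limit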;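 further: agonist challenge used bursicon conditioned medium at about half maximal strength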
SIRT5 block: sirtuin-5 (human) deacylase inhibition | inhibition, % at 15 µM | actives 1.1% (n = 330,000) | Q9NXA8 | Purified SirT5, succinyl-peptide AMC, trypsin-coupled fluorescence; in the data active means inhibition above about 15%; inconclusive means no clear call, values can overlap the other calls
Target sequence (Q9NXA8 whole entry, looked up): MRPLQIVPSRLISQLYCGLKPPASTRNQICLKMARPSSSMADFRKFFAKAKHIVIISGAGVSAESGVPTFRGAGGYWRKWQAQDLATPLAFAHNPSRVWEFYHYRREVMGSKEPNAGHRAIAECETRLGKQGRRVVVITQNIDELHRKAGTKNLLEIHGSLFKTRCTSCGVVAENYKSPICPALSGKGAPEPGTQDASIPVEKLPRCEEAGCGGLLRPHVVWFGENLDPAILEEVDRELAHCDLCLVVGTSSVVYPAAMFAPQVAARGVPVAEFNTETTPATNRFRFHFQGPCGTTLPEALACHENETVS
* = called active by the depositor; ? = inconclusive; nt = not tested or not shown; & = joins results of further samples. Outcome played no part in choosing rows; about 4.9% have a hit in one of these screens.

SMILES	ARNT TACC3 PPI	PAX8 inh HTS	CASP6 VEID inh	EWS-Fli inh	DENV2 CPE rescue	LGR2 antag	SIRT5 block
CC(C)(C)c1ccc2c(c1)N(CC(=O)N1CCCC1)C(=O)CO2	-9	0	-1	9	nt	nt	-2
N#C/C(=N\Nc1ccc(Br)cc1)C(=N)N1CCOCC1	15	-146	3	-106	-12	-84	3
CO[C@@H]1CN(C)C(=O)c2ccc(NC(=O)Nc3ccccc3)cc2OC[C@H](C)N(C(C)=O)C[C@@H]1C	0	5	1	-2	-2	2	4
CO[C@H]1CN(C)C(=O)c2cc(NC(=O)C3CCC3)ccc2OC[C@H](C)N(CC2CCCCC2)C[C@H]1C	-3	-11	1	2	2	10	-1
COc1ccc(CC(=O)Nc2ccc(N3CCOCC3)cc2)cc1OC	2	3	4	3	0	13	-3
Cc1cc(C)c(NC(=O)COC(=O)/C=C/c2cccc(C(F)(F)F)c2)c(C)c1	4	-4	-1	-3	3	-11	1
Cc1cccc(C(=O)OCC(=O)Nc2ccc3c(c2)OCCO3)c1O	8	-10	-3	-19	-1	-36	0
Cc1ccccc1N1CCN(C2CCCN(C(=O)CCc3c(C)noc3C)C2)CC1 (centres undefined)	nt	4	3	10	-7	16	-6
O=C1NC[C@H](Cc2ccccc2)N(C[C@H]2CCCN2C[C@H](Cc2ccccc2)N2C[C@H](Cc3ccccc3)N(CCc3ccccc3)C(=O)C2=O)C1=O	-7	5	0	11	11	18	nt
CCOC(=O)C1CCN(S(=O)(=O)Cc2ccccc2)CC1	-7	nt	-1	0	1	-1	2
Cc1ccccc1-c1ccc([C@@H]2[C@@H](CO)N3CCCCN(S(=O)(=O)c4ccc(F)cc4)C[C@H]23)cc1	15	-9	nt	14	nt	3	nt
COc1ccc(OCc2cc(C(=O)N(C)Cc3nnc(C)o3)no2)c(Cl)c1	-1	-202	3	nt	0	-12	-7
COc1ccc(S(=O)(=O)N2C[C@H](O)COC[C@@H]3O[C@H](CC(=O)N[C@@H]4CCN(Cc5ccccc5)C4)CC[C@H]32)cc1	-11	4	0	0	-4	-3	1
COC(=O)c1cn(NC(=O)/C=C/c2cc(OC)ccc2OC)c(=O)c2ccccc12	1	13	nt	nt	nt	1	nt
COc1ccc(S(=O)(=O)N(C)C[C@@H]2Oc3ncc(-c4ccncc4)cc3C(=O)N([C@@H](C)CO)C[C@@H]2C)cc1	-2	nt	0	-2	51*	-23	-2
Cc1cccc[n+]1CC(=O)c1ccc(NC(=O)c2ccccc2)cc1	1	-16	-8	-8	5	7	-4
CC(=O)N(C)C[C@H]1Oc2cc(C#Cc3cccnc3)ccc2S(=O)(=O)N([C@@H](C)CO)C[C@H]1C	-1	nt	0	7	3	2	-1
COc1ccc(C=O)cc1OC(=O)C1(C)Cc2ccccc2C(=O)O1 (centres undefined)	-5	7	2	12	nt	0	-5
CNC(=S)NNC(=O)c1ccccc1Br	3	16	2	-1	-5	9	nt
C[C@H](CO)N1C[C@H](C)[C@@H](CN(C)C(=O)Nc2ccccc2)Oc2c(NC(=O)C3CC3)cccc2C1=O	-3	8	-1	4	13	-2	-2
O=C(Nc1ccc(C(F)(F)F)cc1)c1ccccc1Br	25	-31	-5	-66	-6	-24	-5
Cc1ccc2nc3cc([N+](=O)[O-])cc([N+](=O)[O-])c3cc2c1	-10	6	-8	61*	1	?	-4
C[C@@H]1CN([C@@H](C)CO)C(=O)c2c(c3ccccc3n2C)-c2ccccc2CO[C@@H]1CN(C)S(=O)(=O)c1cccs1	10	12	2	7	6	1	2
CC(C)NC(=O)N(C)C[C@H]1Oc2cc(-c3ccncc3)ccc2S(=O)(=O)N([C@H](C)CO)C[C@@H]1C	0	nt	-1	-1	0	-1	0
CC=Cc1ccc2n(c1=O)C[C@H]1N[C@@H]2[C@@H](C(=O)NC2CCCCC2)[C@@H]1CO (mixture of isomers)	2	nt	1	-1	-7	-3	-9
SMILES	ARNT TACC3 PPI	PAX8 inh HTS	CASP6 VEID inh	EWS-Fli inh	DENV2 CPE rescue	LGR2 antag	SIRT5 block
O=C(c1ccc2c(c1)N(Cc1ccccc1)C(=O)c1ccccc1S2)N1CCCC1	3	nt	11	-23	2	32	-3
COc1ccc(CCNC(=O)COc2cc(C)cc3oc(=O)c(C)c(C)c23)cc1OC	-7	nt	2	-3	0	-6	-4
Cc1c(/C=C2\SC(=Nc3cccc(C(=O)O)c3)NC2=O)c2ccccc2n1C	18	-29	4	-15	5	-8	5
Cc1cc(NC(=O)CN2C(=O)/C(=C/c3cccc(Br)c3)SC2=S)no1	-2	-98	2	-4	-3	0	-5
Cc1ccccc1-c1ccc(=O)n(CC(=O)Nc2ccc(S(=O)(=O)N(C)C)cc2)n1	-2	13	1	6	-1	nt	-5
CCc1nc(CN(C)C(=O)C2CCC(=O)N(Cc3cccc(F)c3)C2)no1 (centres undefined)	-2	16	1	-4	?	-2	-3
Cn1ccnc1SCC(=O)NC1(C#N)CCCCC1	-2	-15	0	-5	-3	6	-1
CO[C@H]1CC[C@@H]2CCOc3c(C#N)cccc3C(=O)N(C)C[C@H](OC)[C@H](C)C(=O)N(C)C[C@@H]1O2	4&1	-6&-14	0&-5	7&1	0&10	14	-2&-5
CCOC(=O)[C@]12CCC=C1N(Cc1ccc3c(c1)OCO3)C(=O)[C@H](CC(=O)NCCc1ccccc1OC)C2	nt	12	0	7	-15	13	-2
COc1ccc(Cl)cc1NC(=O)Cn1c(NCCO)nc2ccccc21	-1	-11	0	10	?	4	-2
O=C(CCN1C(=O)/C(=C/c2ccc3c(c2)OCO3)SC1=S)Nc1ccccc1	1	17	nt	nt	nt	9	nt
COc1cc(C(CC(=O)N2CCOCC2)c2c(OC)cc(OC)c3ccc(=O)oc23)cc(OC)c1OC (centres undefined)	2	4	0	1	nt	6	6
CCNC(=O)C1(C)CCN(Cc2ccc(-c3ccccc3)cc2)C1 (centres undefined)	nt	14	-1	3	-14	0	nt
O=CN1CCN(C(=O)c2ccc(-c3nc4ccccc4s3)s2)CC1	nt	-94	2	-48	nt	-6	-2
CCc1nc(N2CCN(C(=O)c3ccco3)CC2)c(C#N)c2c1COC(C)(C)C2	-3	31	5	-4	0	3	-6
CC(C)NC(=O)N(C)C[C@@H]1Oc2cc(C#CCN(C)C)ccc2S(=O)(=O)N([C@H](C)CO)C[C@@H]1C	-8	nt	2	-9	5	18	1
CCOC(=O)C1=C(CC)OC(N)=C(C#N)C1c1ccsc1 (centres undefined)	1	7	nt	nt	nt	6	nt
Cc1ccc(NC(=O)c2ccc(=O)n(CC(=O)Nc3ccccc3)n2)cc1	2	3	-1	nt	5	10	-1
COc1ccc(NC(=O)Nc2ccc3c(c2)OC[C@H](C)NC[C@@H](C)[C@H](OC)CN(C)C3=O)cc1	9	-3	0	2	-5	14	1
C/C=C/c1ccc([C@H]2[C@@H](CO)N(C(=O)C3CCCC3)C23CN(C(=O)NC(C)C)C3)cc1	nt	-26	2	3	5	5	1
COC(=O)C1Cc2c([nH]c3ccccc23)C2CCC(=O)N12 (centres undefined)	nt	7	-2	9	-3	-5	nt
CCC(=O)N1[C@H](CO)[C@H](c2ccc(C#CC(C)(C)O)cc2)[C@@H]1CN(C)C(C)=O	nt	nt	0	7	2	-7	-1
COc1ccc(CC(=O)Nc2ccc3nc(SC)sc3c2)cc1OC	-3	12	0	0	-11	0	0
C/C(CCc1ccco1)=N/NC(=O)CCC(=O)Nc1ccc(Br)cc1	-4	-3	2	2	4	-22	-4
Cc1ccc(NC(=O)CSc2nnc(-c3ccncc3)o2)cc1C	2	-1	0	-14	4	32	6
SMILES	ARNT TACC3 PPI	PAX8 inh HTS	CASP6 VEID inh	EWS-Fli inh	DENV2 CPE rescue	LGR2 antag	SIRT5 block
CC(C)CC(NC(=O)/C(=C\c1ccco1)NC(=O)c1ccco1)C(=O)O (centres undefined)	-2	-9	6	9	1	13	-4
CC(C)CN(C(=O)CC(C)c1ccccc1)c1c(N)n(Cc2ccccc2)c(=O)[nH]c1=O (centres undefined)	nt	-2	0	-11	2	6	-2
COc1cccc(C#Cc2cnc3c(c2)C(=O)N([C@H](C)CO)C[C@@H](C)[C@@H](CN(C)C(=O)C2CC2)O3)c1	-8	nt	0	-2	8	-2	6
COc1ccc(NS(=O)(=O)c2cc(NC(=O)CCSc3ccccc3)ccc2OC)cc1	-5	-15	nt	nt	nt	-7	nt
COC(=O)c1c(-c2ccc(N(C)C)cc2)oc2c1C(OC)CCC2 (centres undefined)	nt	-130	2	-57	1	-38	0
CS(=O)(=O)ON=C1CCN(S(=O)(=O)c2ccccc2)CC1	-5	6	2	-2	0	10	2
CCOc1ccccc1C(=O)NCC(=O)OCC(=O)N1CCCC1	-25	-6	0	-6	-2	16	nt
COCC(=O)N1[C@H](CO)[C@@H](c2ccc(C#Cc3ccccc3F)cc2)[C@@H]1C#N	4	-66	-1	3	-3	-10	-3
CCc1nnc(N/N=C/c2c(F)cccc2Cl)n1N	-3	-24	1	-18	-3	7	2
C[C@@H]1CN([C@@H](C)CO)C(=O)c2cc(NC(=O)Nc3ccc(C(F)(F)F)cc3)ccc2O[C@@H](C)CCCCO[C@H]1CN(C)S(=O)(=O)c1ccccc1	7	55	1	6	-8	1	6
C/C(=N\NC(=O)c1nc2ccccn2c1C)c1cc2ccccc2o1	5	-23	1	-6	-2	-16	0
CN(Cc1cccc(F)c1)C(=O)c1cccc(S(=O)(=O)N2CCN(Cc3ccccc3)CC2)c1	-12	-2	-8	7	?	7	2
CCC1(C)NC(=O)N(CC(=O)N2CCN(c3cccc(Cl)c3)CC2)C1=O (centres undefined)	-2	3	-5	40	?	7	-3
COCC(=O)N1CC2(C1)CN(S(C)(=O)=O)[C@H](CO)c1c2c2ccc(OC)cc2n1C	nt	nt	0	-1	-3	17	-2
COCC#Cc1ccc([C@@H]2[C@H]3CN(S(=O)(=O)c4ccc(OC)cc4)CCCCN3[C@H]2CO)cc1	3	24	1	6	3	-5	4
Nc1n[nH]c(-c2ccc([N+](=O)[O-])cc2[N+](=O)[O-])n1	6	16	2	-6	9	4	11
O=C(Cc1ccc(-c2ccccc2)cc1)Nc1ncccc1O	24	-136	5	-43	15	-57	7
CS(=O)(=O)c1ccc2nc(NC(=O)CCNC(=O)c3ccc(Cl)cc3)sc2c1	nt	-74	0	-32	14	27	0
O=S1(=O)CC(N2CCN(CC3CC3)CC2)CN1CCc1ccccc1 (centres undefined)	nt	0	-6	-5	2	5	-4
CCN1CCN(c2ccc(NC(=O)c3ccc(Cl)c(N4CCCC4=O)c3)cc2)CC1	4	-28	-5	-6	-3	1	2
N#C/C(=C(/O)c1ccc(-c2cccc([N+](=O)[O-])c2)o1)c1nc2ccccc2s1	nt	16	3	1	-5	-41	nt
O=C1NCCN(Cc2ccoc2)C1CC(=O)N(CCO)Cc1ccccc1 (centres undefined)	nt	-11	4	33	3	13	-3
CCN(CC)C(=O)c1[nH]cnc1C(=O)NCC(=O)OC(C)(C)C	19	-39	0	-7	-8	9	-4
NS(=O)(=O)c1cc2c(cc1Cl)NCNS2(=O)=O	-6	-10	5	5	?	1	-2
O=C(COC(=O)c1ccc(Cl)c(S(=O)(=O)N2CCCC2)c1)NCc1ccccc1	-19	-25	6	-10	-2	13	-3
COc1ccccc1NC(=O)COc1ccc2c(c1)OCO2	nt	-3	3	-37	-5	-3	-2
Cc1ccc(NS(=O)(=O)c2ccc3c(c2)NC(=O)CO3)cc1	0	-3	-1	nt	4	-3	-1
CCCN(C)C[C@@H]1Oc2ncc(-c3cccc(C(=O)N(C)C)c3)cc2C(=O)N([C@@H](C)CO)C[C@H]1C	-13	nt	1	-3	-7	13	1

Reprinted at random: three entries already listed, in no set order.
SMILES	ARNT TACC3 PPI	PAX8 inh HTS	CASP6 VEID inh	EWS-Fli inh	DENV2 CPE rescue	LGR2 antag	SIRT5 block
O=S1(=O)CC(N2CCN(CC3CC3)CC2)CN1CCc1ccccc1 (centres undefined)	nt	0	-6	-5	2	5	-4
CCN1CCN(c2ccc(NC(=O)c3ccc(Cl)c(N4CCCC4=O)c3)cc2)CC1	4	-28	-5	-6	-3	1	2
COC(=O)c1c(-c2ccc(N(C)C)cc2)oc2c1C(OC)CCC2 (centres undefined)	nt	-130	2	-57	1	-38	0
